Vif-APOBEC3G blk = inhibitors of Vif-APOBEC3G interaction; Potency, µM (titrated, usually from 46.1 µM), for the others: at the top dose activity, negative = active, most hits filed as inhibitors; Q9HC16; 410,000 compounds, 0.076% hits; HeLa A3G-eYFP + Vif (tagged APOBEC3G with the HIV-1 protein that degrades it), YFP fluorescence, overnight;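 also: potency is read from the fitted curve at half-maximal effect; % is scaled to controls: 0 for no effect and ±100 for the full control effect; nearly all actives have a fitted effect of over 60% in size; hits raise eYFP signal because A3G escapes Vif-driven loss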
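Read-out is eYFP fluorescence (Ex 488/Em 500-530) from Vif-expressing HeLa A3G-eYFP cells; more signal means A3G escaped Vif-mediated degradation. Cells plated overnight, compound pinned in, incubated overnight at 37 deg C.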
GRP78 ERSR act = ER stress response induction in glioma; U87-MG GRP78 promoter luciferase reporter, 16 h; Potency, µM, inactives show at the top dose activation, most hits filed as activators; 420,000 compounds, 0.02% hits; AID 602332; also: potency is read from the fitted curve at half-maximal effect; series mostly up to about 76 µM; % of control where 0% means no effect; nearly all actives have a fitted effect of over 35% in size
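Stably transfected U87-MG human glioma cells carrying a GRP78-based luminescent sensor were seeded at 1000 cells/well, pin-dosed with compounds and incubated 16 h. Luciferase reagent was then added, and end-point luminescence was read after 10 min at room temperature.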
RXFP1 ag = RXFP1 (human) receptor agonism; HEK293T-RXFP1 cAMP TR-FRET, 30 min; response scale: percent of porcine relaxin response, buffer zero; 370,000 compounds, 0.3% hits; Q9HBX9; Potency, µM (series often up to 57.5 µM), for the others: top-dose activation, hits mostly activators; also: potency is read from the fitted curve at half-maximal effect; % is scaled to controls: 0 for no effect and ±100 for the full control effect; nearly all actives have a fitted effect of over 60% in size; many of its hits are not listed in these tables
Target sequence (Q9HBX9 whole entry, looked up): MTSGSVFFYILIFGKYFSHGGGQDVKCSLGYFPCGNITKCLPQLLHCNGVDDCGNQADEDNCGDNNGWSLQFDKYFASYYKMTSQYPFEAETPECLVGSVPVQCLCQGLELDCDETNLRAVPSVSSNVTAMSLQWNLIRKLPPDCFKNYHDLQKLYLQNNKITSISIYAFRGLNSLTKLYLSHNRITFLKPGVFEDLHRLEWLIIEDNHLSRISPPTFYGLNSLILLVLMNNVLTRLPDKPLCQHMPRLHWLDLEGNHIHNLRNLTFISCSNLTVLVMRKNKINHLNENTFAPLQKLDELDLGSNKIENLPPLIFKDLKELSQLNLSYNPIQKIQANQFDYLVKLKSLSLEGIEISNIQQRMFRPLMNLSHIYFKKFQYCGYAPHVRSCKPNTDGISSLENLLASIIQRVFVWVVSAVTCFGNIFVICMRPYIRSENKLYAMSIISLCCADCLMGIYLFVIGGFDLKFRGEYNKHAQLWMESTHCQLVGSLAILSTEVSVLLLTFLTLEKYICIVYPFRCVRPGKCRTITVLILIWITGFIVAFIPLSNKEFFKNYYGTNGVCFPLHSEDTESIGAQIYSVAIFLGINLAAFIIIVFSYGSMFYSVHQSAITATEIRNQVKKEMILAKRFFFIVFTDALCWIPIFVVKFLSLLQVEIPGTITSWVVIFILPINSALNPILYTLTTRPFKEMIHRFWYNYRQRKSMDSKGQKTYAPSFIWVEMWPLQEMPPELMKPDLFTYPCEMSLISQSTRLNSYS
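HEK293 cells stably expressing RXFP1, treated 30 min at 37C with compounds plus PDE4 inhibitor Ro 20174; cAMP measured by HTRF TR-FRET. Normalized to buffer and 29 nM porcine relaxin; EC50 by Hill fit.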
D1 antagonist = blocks dopamine activation of the human D1 receptor; P21728; HEK293 TREx D1 cells, calcium flux, dopamine EC80; hits give low values; activity change, negative = inhibition, % at 10 µM; 360,000 compounds, 3.2% hits; AID 504652; in the data active = activity change below about -30%; also: % is scaled to controls: 0 for no effect and ±100 for the full control effect
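Compound effects on dopamine-evoked calcium signalling were measured in tetracycline-induced HEK293 Trex D1 cells. Dopamine at EC80 followed a 180 s compound pre-read, and fluorescence was tracked kinetically for 180 s more.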
LDHA block = LDHA (human) enzyme inhibition | P00338 | purified LDHA, NADH/diaphorase-resazurin fluorescence; hits give low values | activity change, % (values are at about 110 or 230 µM) | 480,000 compounds, 0.15% hits | AID 1347041; in the data active = activity change below about -30%; inconclusive = mostly about -25% to -30%;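 also: plate controls were DMSO wells for no effect and wells without enzyme for full effect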
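Resorufin fluorescence (ex540/em590), read at 0 and 20 min after diaphorase/resazurin addition, reports the NADH left after a 5 min room-temperature reaction of 2 nM human LDH5 with 0.06 mM NADH and 0.2 mM pyruvate.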
Vif-A3F inh = Vif-A3F binding inhibition; HeLa A3F-eYFP + Vif (tagged APOBEC3F with the HIV-1 protein that degrades it), YFP fluorescence increase; Potency, µM (titrated, usually from 46.1 µM), without a hit: at the top dose activity, negative = active; 390,000 compounds, 0.2% hits; AID 602313; also: potency is read from the fitted curve at half-maximal effect; % of control where 0% means no effect; nearly all actives have a fitted effect of over 65% in size
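HeLa cells stably expressing A3F-eYFP plus Vif, plated and incubated overnight at 37 deg C, then exposed to compounds overnight at 37 deg C. Blocked degradation read as raised yellow fluorescence (Ex 488/Em 500-530).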
D1 ag = agonists of human D1 dopamine receptor | P21728 | HEK293 T-REx D1 cells, calcium flux, agonist mode | activation, % at 2 µM | 360,000 compounds, 1% hits; in the data active = activation above about 30%; also: 0% is about no effect
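Inducible HEK293 T-REx D1 cells, force-coupled to calcium signalling, were plated at 4000 cells/well with tetracycline and held overnight at 30 C. After no-wash calcium dye loading, compound-evoked calcium rise over 180 s flagged agonists.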
D2 PAM = positively modulates the human D2 dopamine receptor allosterically; P14416; HEK293 T-REx D2, calcium flux, EC20 dopamine potentiation; potentiation, % at 10 µM; 340,000 compounds, 0.34% hits; AID 485347;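 active = potentiation over 3 SD above the plate norm, cut at about 30% in these data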; also: 0% is about no effect
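Tetracycline-induced Hek293 Trex D2 cells, force-coupled to calcium, loaded with no-wash calcium dye. Compound added with 180 s kinetic read for agonism, then EC20 dopamine and a further 180 s read for potentiation.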
D1 PAM = enhances dopamine response at the human D1 receptor | P21728 | 360,000 compounds, 0.036% hits | potentiation, % at 10 µM | HEK293 TREx D1 cells, calcium flux, dopamine EC20 potentiation; in the data active = potentiation above about 30%; also: 0% is about no effect
Starred values were filed as active, the others as inactive; u = inconclusive; x = not tested or not shown; & = joins results of further samples. Unless noted, calls follow the shape of the dose curve; as a rule, active = well fitted curve in the direction sought with a large enough effect; inconclusive = small, poorly fitted or top-dose-only effect, or another doubt; inactive = no such curve, though single readings can be large; an effect the other way counts as inactive or inconclusive. Some of the compounds tested, so the mix of outcomes need not match the whole.

Compound,GRP78 ERSR act,RXFP1 ag,D1 PAM,LDHA block,D1 ag,Vif-APOBEC3G blk,D2 PAM,D1 antagonist,Vif-A3F inh
Cc1c(NC=C(C#N)C#N)c(=O)n(-c2ccccc2)n1C,-5%,0.1%,-2,-4,3,0%,-2,6,u
Cc1ccc(S(=O)(=O)N2CCCCC2CCNC(=O)C(=O)NCc2ccncc2)cc1 (centres undefined),-2%,0.1%,-4,-2,0,0%,15,6,10%
CCCCc1nc(NCCNC(=O)c2ccccc2)c(C#N)c2c1CSC(C)(C)C2,0%,0.8%,0,4,1,-8%,-13,4,7%
Cc1ccc(S(=O)(=O)N2CCN(CC(=O)N/N=C/c3ccccc3OCC(=O)O)CC2)cc1,0%,-0.6%,3,-1,0,-3%,4,0,-7%
CCN(CC)C(=O)c1cn(C)c(=O)c2cc(OC)c(OC)cc12,-4%,0.4%,-1,5,3,0%,-6,-17,-1%
CC(C)COc1cc(=O)[nH]c(SCC(C)C)n1,-6%,0.7%,-9,-2,2,0%,x,-18,-2%
NC(=O)N1c2ccccc2C=Cc2ccccc21,-2%&-4%&-1%&-4%&0%&-4%,-5.4%&0.2%,-3&6,-6&-11,2&0,0%&-5%,11&-4,-15,-6%&2%
Cc1cccc(C(=O)Nc2cc(=O)n(C)c(=O)n2C)c1,-1%,2.4%,1,-8,2,2%,x,-6,-3%
COc1cc2c(cc1NS(=O)(=O)N1CCCCC1)oc1ccccc12,-1%,-1.4%,1,1,-1,0%,11,22,-9%
CC(=O)N1CCN(CCN2C(C)=CC(=C(C#N)C#N)C=C2C)CC1,-1%,1.9%,-4,-1,1,-2%,-6,22,u
COc1ccc(C)cc1N(C(=O)c1ccccc1)c1nc2ccccc2s1,-2%,-1.0%,-5,-4,4,-7%,1,-15,-2%
CC(Sc1nnnn1C1CC1)C(=O)N1c2ccccc2NC(=O)C1(C)C (centres undefined),-4%,x,x,2,x,1%,x,x,-8%
CN(/N=C/c1ccc(N(C)C)cc1)C1=NS(=O)(=O)c2ccccc21,-3%,0.4%,-5,-5,26,4.5µM*,-3,-19,x
CNC(=O)COc1ccc(C=O)cc1OC,-4%,0.5%,2,-5,1,2%,-12,3,-4%
Cc1ccc(S(=O)(=O)c2nc(-c3cccs3)oc2SCC(=O)Nc2cc(C)cc(C)c2)cc1,-10%,3.0%,1,-4,11,-17%,-20,-5,-16%
CCc1ccc(S(=O)(=O)Nc2cc3c(C(=O)OCc4ccccc4)c(C)oc3c3ccccc23)cc1,-4%,1.2%,0,4,6,-2%,-2,8,0%
CCCCc1c(C)[nH]c(=S)[nH]c1=O,1%,-0.3%,1,-2,0,2%,-14,4,-4%
O=C(NC1CC(=O)N(c2ccc(F)cc2)C1)C(c1ccccc1)c1ccccc1 (centres undefined),-3%,3.2%,-2,-1,7,1%,-6,x,-5%
C1CCC(c2nn3c(-c4n[nH]c5c4CCC5)nnc3s2)CC1,1%,3.4%,-4,3,2,-1%,10,8,0%
O=C1c2ccccc2[C@@H]2C[C@@H](O)[C@H](Nc3cccc4ccccc34)CCN12,-2%,x,x,10,x,-8%,x,x,-1%
COc1cccc(N/C=C/c2onc(C)c2[N+](=O)[O-])c1,0%,-1.7%,-2,0,0,1%,9,-5,0%
CC(=O)Nc1ccc(NC(=O)c2cc(-c3ccccc3)nc3ccccc23)cc1,-1%,1.1%,1,-2,5,-2%,-2,-8,0%
O=[N+]([O-])c1cc2oc3c(c2c(C=NCc2ccccc2)c1O)CCCC3,-5%,4.7%,0,17,11,1%,-6,-6,-10%
N#Cc1cc2c(nc1SCC(=O)Nc1sc3c(c1C#N)CCC3)CCCCCC2,-3%,9.9%,-3,-7,4,-7%,14,12,-10%
O=C1CCC(C(=O)N(CCO)Cc2ccccc2)CN1CCCN1CCOCC1 (centres undefined),-2%,0.2%,-6,-17,5,-3%,-3,6,-4%

(more compounds)
Compound,GRP78 ERSR act,RXFP1 ag,D1 PAM,LDHA block,D1 ag,Vif-APOBEC3G blk,D2 PAM,D1 antagonist,Vif-A3F inh
COc1ccc(OC)c(C2c3c(oc4ccc(C)cc4c3=O)C(=O)N2CCCN(C)C)c1 (centres undefined),0%,-0.7%,-1,-4,6,1%,11,x,-9%
Cc1ccc(N(Cc2cc(=O)[nH]c3ccccc23)C(=O)CCl)cc1,-13%,4.5%,-2,0,2,u,1,3,1%
CC(C)CC1(C)NC(=O)N(Cc2cc([N+](=O)[O-])cc3c2OCOC3)C1=O (centres undefined),-3%,2.9%,9,-17,0,-1%,0,-4,-5%
Clc1ccc(-c2nnc(NCCN3CCCC3)c3ccccc23)cc1,-5%,0.4%,1,2,-1,0%,-2,1,-6%
O=S(=O)(O)c1cccnc1SCc1ccccc1,-9%,x,x,-3,x,-1%,x,x,7%
O=C(NCCOc1ccccc1)c1ccccc1[N+](=O)[O-],3%,0.6%,-2,-17,1,2%,0,1,-14%
Cn1nnnc1SCCNCc1ccccc1OCc1ccccc1F,-4%,-0.7%,-3,-2,14,3%,7,2,0%
Cc1ccc(N(CC(=O)NCc2ccccc2)C(=O)CCC(=O)Nc2ccccn2)cc1,-1%,-0.5%,-2,-9,4,-2%,-4,-2,5%
CCCC(=O)c1cc2c(cc1NC(=O)c1cccs1)OCCO2,-1%,-2.1%,4,4&6,1,-1%,8,20,1%
COC(=O)CCC(=O)OC1(C)C(=O)C2=CN(CCCCO)C(c3ccc(OC)cc3)=CC2=C(Br)C1=O (centres undefined),x,-1.1%,-2,x,6,x,-2,-3,x
N#Cc1cccc(Cn2cc(C(F)(F)F)ccc2=O)c1,-4%,1.2%,-1,-2,5,0%,-4,4,-4%
CC1CCC(NC(=O)c2ccc(CS(=O)(=O)c3c(Cl)cccc3Cl)o2)CC1 (centres undefined),0%,0.1%,2,-5,4,-2%,-9,-15,-2%
CC1(C)CC(=O)C(N=Nc2ccc(S(=O)(=O)N3CCCCCC3)cc2)=C(O)C1,0%,2.7%,-5,-8,5,-2%,9,9,-12%
CCCCCCCOC1(c2ccccc2)OC(=O)c2ccccc21 (centres undefined),-6%,-1.2%,8,0,7,1%,-1,-11,-1%
Cc1nc(Cc2nnc(SC(C)C(=O)Nc3cccc(C#N)c3)o2)cs1 (centres undefined),-5%,1.8%,-1,-4,0,0%,11,10,6%
CCc1cccc(NC(=O)CSc2ncc3c(n2)-c2cc(Cl)ccc2N(C)S3(=O)=O)c1,1%,27%,0,-8,5,0%,4,29,-4%
Cc1ccc(-c2cc(C(=O)O)c3cc(Br)ccc3n2)o1,-1%,u,-1,-1&6,5,-9%,5,0,4%
CCC(=O)c1ccc(OCC(=O)O)cc1,-4%,0.5%,-4,-6,3,1%,8,-12,-8%
C=CCC1(CC=C)CCCN1C(=O)C1CCC(=O)N(CCc2ccc(OC)cc2)C1 (centres undefined),10%,-0.8%,2,2,4,0%,0,-14,-10%
Cc1ccc(S(=O)(=O)Cc2cc(F)c([N+](=O)[O-])cc2[N+](=O)[O-])cc1,-19%,2.8%,-8,1,0,-28%,-13,-26,2%
CCOCC(=O)Nc1nnc(SCCOC)s1,0%,1.4%,1,-2,-1,0%,2,4,-2%
COc1ccc(/C=N/NC(=S)Nc2cccc(C(=O)O)c2)cc1,-12%,0.5%,0,-14,4,2%,5,0,11%
O=C(O)/C=C/c1cnn(-c2ccccc2)c1,-16%,-0.1%,-4,-5,0,2%,-5,-5,2%
Cc1ccc(N2CCN(C(=O)c3nn(C)c4c3CS(=O)(=O)c3ccccc3-4)CC2)c(C)c1,-4%&-2%,2.7%&0.5%,-2&-2,0&-15,2&5,-9%&2%,26&-5,13&4,6%&1%
CCOC(=O)c1sc(N(Cc2ccccc2)C(=O)COC(=O)c2ccccc2O)nc1C,0%,0.4%,-4,-2,1,-5%,8,-6,-1%

Next records.
Compound,GRP78 ERSR act,RXFP1 ag,D1 PAM,LDHA block,D1 ag,Vif-APOBEC3G blk,D2 PAM,D1 antagonist,Vif-A3F inh
N#Cc1ccc(OCCN2CCc3ccccc3C2)cc1,8%,x,x,-16,x,-2%,x,x,5%
CCOC(=O)c1[nH]c2ccc(OC)cc2c1NC(=O)OC,-1%,0.7%,0,4,6,-2%,-5,2,0%
O=C(Nc1ccc(S(=O)(=O)Nc2cnc3ccccc3n2)cc1)c1cc(F)c(F)cc1Cl,6%,3.6%,-4,-7,0,0%,-4,16,12%
NS(=O)(=O)c1ccc(NC(=O)CN2CCN(S(=O)(=O)c3cccs3)CC2)cc1,-1%,-0.7%,1,-9,4,0%,x,0,4%
O=C(N=C1SC2CS(=O)(=O)CC2N1c1ccc(Cl)c(Cl)c1)C1CCCO1 (centres undefined),-4%,2.7%,-6,-1,4,-2%,-1,-4,-4%
CC1CCC(NC(=O)C2CCN(C(=O)Nc3ccccc3)CC2)CC1 (centres undefined),0%,-0.2%,-6,-4,0,0%,3,-3,-5%
COc1cccc(/C=N/NC(=O)c2csc(-n3nc(C)cc3C(F)(F)F)n2)c1,-3%,0.1%,-11,-6,0,2%,1,7,-11%
Cc1c(S(=O)(=O)N2CCCC(C(=O)O)C2)cnn1C (centres undefined),-1%,3.8%,0,0,2,3%,-12,11,-11%
Cc1cccc(N(CC(=O)NCCSc2ccccn2)S(=O)(=O)c2ccccc2)c1,-2%,0.9%,3,1,-1,-1%,11,3,-8%
CC(C)[C@H](N)c1nnc(SCC(=O)c2ccc(Cl)cc2)o1,-2%,-0.7%,-7,3,4,3%,11,-5,0%

Profiles, looked up by structure. Order of values: GRP78 ERSR act | RXFP1 ag | D1 PAM | LDHA block | D1 ag | Vif-APOBEC3G blk | D2 PAM | D1 antagonist | Vif-A3F inh
CC(C)[C@H](N)c1nnc(SCC(=O)c2ccc(Cl)cc2)o1 across the screens: -2% | -0.7% | -7 | 3 | 4 | 3% | 11 | -5 | 0%
O=C(N=C1SC2CS(=O)(=O)CC2N1c1ccc(Cl)c(Cl)c1)C1CCCO1 (centres undefined) across the screens: -4% | 2.7% | -6 | -1 | 4 | -2% | -1 | -4 | -4%

Screening data as filed in PubChem.
